Glyco luc inh: blocks N-linked glycosylation in D54 reporter cells | D54 ERlucT glycosylation luciferase reporter, 24 h; percent of 100 nM tunicamycin response | reporter increase, % at 12.5 µM | 0.23% of 360,000 active | AID 588692;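 active = mean luciferase reporter signal, scaled so untreated is 0 and the glycosylation-blocking control 100, at or above a set limit in every replicate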;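 note: luciferase carries N-glycosylation sites so blocking glycosylation raises the light; 0% = median of neutral control wells and 100% = median of 100 nM tunicamycin wells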
HTR2A ag: activates the mouse 5-HT2A serotonin receptor | CHO-K1 mHTR2A beta-arrestin complementation, luminescence; percent of 30 µM serotonin response | activation, % at 7.6 µM | 0.66% of 360,000 active | AID 624169;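 active = activation above a run cutoff, the mean activation of all tested compounds plus 3 SD, cut at about 14% in these data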;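 note: 0% = plate median of compound wells and 100% = 30 µM serotonin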
Target sequence (P35363 whole entry, looked up): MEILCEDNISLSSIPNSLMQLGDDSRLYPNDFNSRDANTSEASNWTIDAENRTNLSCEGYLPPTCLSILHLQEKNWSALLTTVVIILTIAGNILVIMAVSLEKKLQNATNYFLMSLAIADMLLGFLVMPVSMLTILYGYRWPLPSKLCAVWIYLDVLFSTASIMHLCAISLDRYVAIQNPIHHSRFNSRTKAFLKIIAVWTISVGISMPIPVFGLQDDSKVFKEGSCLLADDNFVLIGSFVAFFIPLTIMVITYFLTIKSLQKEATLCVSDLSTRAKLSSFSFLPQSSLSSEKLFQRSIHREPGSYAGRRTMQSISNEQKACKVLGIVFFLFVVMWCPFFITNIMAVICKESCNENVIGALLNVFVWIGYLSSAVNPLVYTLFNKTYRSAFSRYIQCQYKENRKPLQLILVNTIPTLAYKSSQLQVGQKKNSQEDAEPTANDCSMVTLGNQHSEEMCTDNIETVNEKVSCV
ABCB6 inh 2: inhibitors of human ABC transporter ABCB6. fluorescence ratio to DMSO, % at 10 µM. 0.19% of 360,000 active. AID 602162. K562-ABCB6 porphyrin accumulation, flow cytometry, 1 h; active compounds read low. Q9NP58;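 active = fluorescence ratio to DMSO below 75%, the collection mean minus 3 SD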;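 note: signal is porphyrin accumulated inside mitochondria; 100% equals median channel fluorescence of DMSO control wells; lower ratio means ABCB6 inhibition with less porphyrin fluorescence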
MC4R antag cAMP: antagonists of human melanocortin 4 receptor (MC4R); P32245; MC4R-expressing cells, MTII-stimulated cAMP, LANCE TR-FRET; inhibition, % at 6.5 µM; 0.48% of 360,000 active;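 active = inhibition above its plate's cutoff, the mean of tested wells on that plate plus 3 SD, cut at about 29% in these data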;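 note: 0% = Melanotan II alone and 100% = Melanotan II plus saturating MCL0020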
Target sequence (P32245 whole entry, looked up): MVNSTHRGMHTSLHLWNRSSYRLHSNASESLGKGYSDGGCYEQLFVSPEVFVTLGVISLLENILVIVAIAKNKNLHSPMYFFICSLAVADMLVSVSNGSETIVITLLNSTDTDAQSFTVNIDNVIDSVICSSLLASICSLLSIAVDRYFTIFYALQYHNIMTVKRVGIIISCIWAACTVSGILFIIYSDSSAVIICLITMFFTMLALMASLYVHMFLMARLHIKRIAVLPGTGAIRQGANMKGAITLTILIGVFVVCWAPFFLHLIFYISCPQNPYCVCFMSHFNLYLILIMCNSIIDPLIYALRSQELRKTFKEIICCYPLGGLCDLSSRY
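System: U2OS-MC4R stable cell line; Technique: Eu-cAMP/anti-cAMP TR-FRET, emission 671 nm; Repeats: single well per compound; Also added: Melanotan II; Dosing: one concentration, 6.5 µM nominal; Schedule: 30-min compound, 1-h challenge, 1-h detection, room temperature.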
ABHD5-PLIN5 inh: ABHD5-PLIN5 protein interaction inhibition | Q00G26+Q8WTS1 | Split G. princeps luciferase complementation, luminescence, 4 h | inhibition, % at 4 µM | 0.78% of 360,000 active;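 active = inhibition above the mean inhibition across every tested compound plus 3 SD, cut at about 22% in these data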;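 note: 0% = DMSO only wells and the 100% control is not disclosed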
aDG glyco up: alpha-DG glycosylation activation; 0.22% of 360,000 active; Pro5-aDG cells, alpha-DG glycosylation AlphaScreen (IIH6); 0% Pro5, 100% B10-LARGE cell signal; activation, % at 10 µM; AID 624168;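 active = activation of at least 8% versus controls, or a plate z-score of at least 8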;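 note: Pro5 are CHO cells carrying HIG-tagged alpha-DG that lacks glycosylation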
MC4R ag barr: agonists of human melanocortin 4 receptor (MC4R) beta-arrestin; P32245; U2OS MC4R beta-arrestin complementation, luminescence; percent of melanotan II response, DMSO zero; activation, % at 8.9 µM; 0.98% of 360,000 active; AID 540308;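 active = activation above a per-plate cutoff, the mean activation of sample wells on that plate plus 3 SD, cut at about 8% in these data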
H9c2 protect: myocardial damage modulation in H9c2 cells. 0.63% of 360,000 active. protection from H2O2 cell death, % at 20 µM. H9c2 cardiomyocytes, H2O2 injury protection, ATPLite, 2 h. AID 588492;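 active = compounds giving at least 50% protection of heart cells from peroxide-induced death in the single-dose screen, raw or plate-pattern-corrected value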;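 note: 0% = DMSO wells with peroxide and 100% = DMSO wells without peroxide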
Granule exo inh: blocks lytic granule exocytosis | TALL-104 LAMP-1 surface exposure, flow cytometry; cells stimulated with thapsigargin and PMA | inhibition, % at 10 µM | 0.66% of 360,000 active | AID 651702;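 active = inhibition above about 55%, limit read from the data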
iPSC survival up: hiPSC single-cell survival enhancement; 0.044% of 360,000 active; survival enhancement, % at 20 µM; ATPlite luminescence; 100% = ROCK inhibitor wells, 0% = DMSO; in the data active = survival enhancement above about 18%;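 note: cells exposed to compounds for 16 hours before the ATP read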
An asterisk follows results filed as active; / = not tested or not shown.

SMILES	Glyco luc inh	HTR2A ag	ABCB6 inh 2	MC4R antag cAMP	ABHD5-PLIN5 inh	aDG glyco up	MC4R ag barr	H9c2 protect	Granule exo inh	iPSC survival up
CCOc1cc(C(=O)NCC(=O)N2CCC3(CC2)NCCc2[nH]cnc23)cc(OCC)c1OCC	-2	5	98	-1	4	0.0	-2.8	-4	-1	-0.5
CCCCN(C)Cc1c(C)[nH]c2ccc(C)cc2c1=O	0	2	102	1	0	-0.1	-1.1	-2	18	-1.4
CC(C)(C)C(=O)O/N=C(\N)c1ccc(Oc2cc(Cl)cc(Cl)c2)c([N+](=O)[O-])c1	1	2	98	10	-2	-0.1	-3.0	-8	10	-0.9
Cc1cc(Nc2ccccc2F)n2nc(C)nc2n1	2	0	100	0	9	-0.1	1.5	10	-1	1.5
CCCCN(CCNP(=O)(OCC)OCC)CP(=O)(OCC)OCC	2	2	96	5	-1	0.0	0.2	0	-2	3.7
COc1cccc(NS(=O)(=O)c2ccc(-n3cccn3)cc2)c1	-1	1	105	9	0	0.3	-0.2	-11	3	0.1
Cn1c(SCC(=O)Nc2nccs2)nnc1-c1ccccn1	2	-5	100	-1	-8	-0.3	-1.7	-1	-12	-0.6
NN=C1c2ccccc2-c2ccc(N)cc21	4	4	90	-2	1	-0.4	-1.2	0	3	-0.6
COC(=O)[C@H](CC(C)C)NC(=O)Nc1ccc2c(c1)OCCO2	-2	-1	100	3	-1	-0.1	-1.4	-6	1	0.3
CC(C)(C)C1CCC(=NNC(=O)c2cc(-c3ccccc3)n[nH]2)CC1 (stereo not drawn)	1	-1	96	-3	-7	-0.1	-1.7	-2	34	-0.4
CC(=O)Cc1nsc(NC(=O)c2cn(-c3ccccc3)nc2-c2ccc(Br)cc2)n1	2	1	93	5	-1	0.1	-0.7	-10	1	-0.4
CN=C(NC(=O)Nc1c(C)cccc1C)NC(=O)Nc1c(C)cccc1C	0	4	101	6	5	0.2	-3.1	0	-3	4.6
CN(C)c1ccc(C(=O)n2nnc3ccccc32)cc1	0	-1	85	7	18	-0.2	2.5	-4	-4	-0.3
Cn1c(=O)n(C)c2cc(S(=O)(=O)Nc3ccc(F)cc3)ccc21	3	6	98	7	5	0.0	-0.1	-14	-5	0.0
O=C(CCc1ccc(S(=O)(=O)N2CCOCC2)cc1)OCC(=O)c1ccc(Br)cc1	-1	7	91	-1	3	0.4	-0.3	-6	2	0.1
O=C(CSc1nnc(CNc2ccc(F)cc2)o1)OC1CCCCC1	2	1	98	7	-1	-0.2	-1.9	0	0	-2.0
CC1OC(Nc2ccc(OC(F)(F)F)cc2)C(O)C(O)C1O (stereo not drawn)	0	0	98	-2	-4	0.1	-1.9	2	-2	-1.4
CCOC(=O)CN1N=C(/C=C/c2ccc(OC)cc2)CCC1=O	1	1	95	-2	1	-0.1	-0.5	5	-4	2.1
CC/C(O)=C1\C(=O)CC(c2ccccc2)CC1=NCCc1c(C)[nH]c2ccc(C)cc12 (stereo not drawn)	-7	0	96	12	5	0.4	-1.2	3	-4	2.7
Nc1ncnc(Sc2ccccc2)c1[N+](=O)[O-]	1	2	104	-3	5	0.4	0.4	-2	-2	-0.5
CCN1CC2=C(OC(N)=C(C#N)C2c2cccs2)/C(=C/c2cccs2)C1 (stereo not drawn)	-4	0	98	-2	5	0.2	-0.5	13	0	-1.3
O=C(CCN1C(=O)c2ccccc2C1=O)Nc1cc(F)ccc1F	3	0	101	-2	4	1.2	-0.2	18	1	1.5
CSCCC(c1nc2ccccc2[nH]1)n1c(/C=C/c2ccc(F)c(F)c2)nc2ccccc21 (stereo not drawn)	/	-8	/	/	8	-0.3	/	/	6	/
O=C(COC(=O)/C=C/c1cccc(Br)c1)NC1CCCCCC1	4	4	104	5	-3	-0.1	-2.2	2	4	0.7
FC(F)(F)c1cc(N2CCNCC2)c2ccccc2n1	-4	3	90	-2	-8	-0.1	-0.1	-10	-3	-0.7
COc1ccc(N2CCN(C(=O)c3[nH]c(C(F)(F)F)nc3-c3ccccc3)CC2)cc1	0	4	97	/	-1	0.0	/	3	-8	3.6
C[C@@H]1CN([C@H](C)CO)C(=O)c2cc(NC(=O)Nc3ccc(F)cc3)ccc2O[C@H]1CN(C)C(=O)Nc1ccc(C(F)(F)F)cc1	1	-7	102	3	-8	-0.2	-1.3	5	7	2.8
CCOC(=O)c1ccc(NC(=O)c2nc[nH]c2C(=O)NCCNC(=O)c2[nH]cnc2C(=O)Nc2ccc(C(=O)OCC)cc2)cc1	0	-2	91	18	15	-0.3	0.3	29	6	-4.7
CC(C)(C)c1cc(=O)[nH]c(SCc2ccccc2)n1	-1	-2	102	5	-2	0.7	-1.7	6	0	1.8
CCCCC(=O)Nc1ccc(C(=O)Nc2ccc3c(c2)OCO3)cc1	-1	2	93	8	-1	0.0	1.4	-4	4	-4.5
CN1CCN(C2CN(Cc3cn(Cc4ccc(C(F)(F)F)cc4)nn3)S(=O)(=O)C2)CC1 (stereo not drawn)	/	-1	108	/	4	0.0	/	/	-2	1.2
O=C(c1c(O)c2ccccc2oc1=O)C1CCC1	1	1	93	-2	-1	-0.1	-0.3	1	-2	8.7
COc1ccc(CSc2nnc(NC(C)=O)s2)cc1[N+](=O)[O-]	3	-5	102	19	6	0.1	2.9	13	-1	-1.8
Cc1cccc(NC(=O)C(C)SCc2nc3sc(C)c(C)c3c(=O)[nH]2)n1 (stereo not drawn)	6	-3	107	-2	-1	-0.2	-2.4	4	-3	-0.2
O=[N+]([O-])c1ccccc1OCCOCCOc1cccc2cccnc12	2	2	98	-3	4	0.0	-1.1	2	-1	7.3
CCOC(=O)C1=CCC(c2ccccc2)N(S(=O)(=O)c2ccccc2C)C1 (stereo not drawn)	1	-7	99	/	-7	-0.1	/	1	2	7.3

Arranged by SMILES length (falling): 4 of the compounds above
SMILES	Glyco luc inh	HTR2A ag	ABCB6 inh 2	MC4R antag cAMP	ABHD5-PLIN5 inh	aDG glyco up	MC4R ag barr	H9c2 protect	Granule exo inh	iPSC survival up
Cn1c(=O)n(C)c2cc(S(=O)(=O)Nc3ccc(F)cc3)ccc21	3	6	98	7	5	0.0	-0.1	-14	-5	0.0
COC(=O)[C@H](CC(C)C)NC(=O)Nc1ccc2c(c1)OCCO2	-2	-1	100	3	-1	-0.1	-1.4	-6	1	0.3
CCOC(=O)CN1N=C(/C=C/c2ccc(OC)cc2)CCC1=O	1	1	95	-2	1	-0.1	-0.5	5	-4	2.1
CCCCN(C)Cc1c(C)[nH]c2ccc(C)cc2c1=O	0	2	102	1	0	-0.1	-1.1	-2	18	-1.4

Later entries
SMILES	Glyco luc inh	HTR2A ag	ABCB6 inh 2	MC4R antag cAMP	ABHD5-PLIN5 inh	aDG glyco up	MC4R ag barr	H9c2 protect	Granule exo inh	iPSC survival up
Cn1ccnc1SCC(=O)n1c2c(c3ccccc31)CCCC2	-2	0	90	-4	4	0.2	1.1	6	-4	-2.3
CCCCC#Cc1cncc(C(=O)NN)c1	0	-4	96	-7	-3	-0.1	1.1	-13	-3	-0.2
O=C(NC1CCCCC1)C(c1ccc(C(F)(F)F)cc1)n1c(=O)c(-c2ccco2)nc2ccccc21 (stereo not drawn)	/	2	/	/	85*	0.0	/	/	2	/
Cc1nc(N2CCN(Cc3ccccc3)CC2)c(C#N)c2c1COC(C)(C)C2	-2	-3	100	9	-1	0.3	-2.4	-13	2	-2.3
Cn1ccnc1SCC(=O)N1CCc2ccccc21	-3	6	98	0	5	0.2	-2.7	12	7	-0.3
Cc1ccc(Cl)cc1NC(=S)N1CCC(c2ccccc2)C1 (stereo not drawn)	0	-5	96	30*	0	0.8	-0.8	-14	0	0.3
O=C(C1=C[C@H](c2ccc(Br)cc2)C[C@H](OCc2ccc(CO)cc2)O1)N1CCOCC1	2	6	101	15	5	0.4	0.4	0	44	-1.7
CC1(C(=O)NCc2cccs2)CCN1C(=O)Cc1ccc(Cl)cc1Cl (stereo not drawn)	-2	-4	99	6	-11	0.4	-0.1	6	-4	4.2
CCCCN(C)S(=O)(=O)c1ccc(C(=O)Nc2nnc(C3=COCCO3)o2)cc1	4	1	91	0	-3	0.0	0.5	3	1	-0.4
O=C(O)CCCC(=O)N1N=C(c2ccccc2)CC1c1ccc2nccnc2c1 (stereo not drawn)	-2	6	95	-3	3	-0.1	-0.8	4	-2	2.3
Cc1ccc(NC(=S)NCC2CCN(C(C)c3ccccc3)C2)cc1 (stereo not drawn)	-2	-6	99	16	4	0.2	-0.4	2	-9	-0.7
CCOc1ccc(N)c(SSc2cc(OCC)ccc2N)c1	-3	-2	104	5	73*	0.0	11*	-14	48	-0.5
Cc1cc(C)n(-c2nc3c(c(=O)[nH]c(=O)n3C)n2CC(O)COc2ccccc2C)n1 (stereo not drawn)	0	-2	90	12	-1	-0.1	0.0	-1	-3	2.7
Cc1ccc(C2CC2c2n[nH]c(=S)n2-c2ccc(Cl)cc2)cc1 (stereo not drawn)	1	5	106	9	-12	0.0	3.3	2	4	-1.4
COc1ccc(C(=O)NC(NC(=O)c2ccc(OC)c(OC)c2)c2ccccc2F)cc1OC	-1	2	206	-2	-1	-0.2	0.2	0	-2	-0.7
Cc1ccc(OCC(=O)NNC(=O)C2CSC3(C)CCC(=O)N23)cc1C (stereo not drawn)	1	1	100	12	5	-0.1	-2.1	3	-3	0.2
O=C(OCC(=O)N1CCN(C(=O)c2ccco2)CC1)c1ccc(S(=O)(=O)N2CCCCC2)cc1	0	1	92	6	2	-0.3	-2.4	3	4	-2.2
CCOC(=O)CC1=C(C(=O)OCC)C(c2cccnc2)C(C#N)=C(N)O1 (stereo not drawn)	0	14	96	10	3	-0.2	-1.0	-1	2	2.2
Cc1cc2oc(=O)cc(CN3CCOCC3)c2cc1C	-1	7	97	0	0	-0.3	-1.6	2	1	-2.7
O=C(CNC(=O)c1ccc(S(=O)(=O)N2CCCC2)cc1)N/N=C/c1ccc(Cl)cc1	5	-2	98	0	-7	-0.2	-3.1	-7	1	-0.8
CC(C)COc1ccc(-c2nnn(CC(=O)N3CCCC3)n2)cc1	3	-3	97	4	4	0.8	-1.8	-9	0	-0.2
COc1cccc(N2[C@@H](CC(=O)O)c3ccccc3S2(=O)=O)c1	0	6	101	9	1	-0.1	-0.2	-5	-7	-1.9
COc1ccc(C(=O)c2c(-c3ccc(OC)cc3)oc3ccccc23)cc1	0	3	96	4	-8	0.0	-0.9	-7	-4	-3.4
Cc1cccc(CC2SC(N)=NC2=O)c1 (stereo not drawn)	1	-2	98	-2	-9	-0.2	-1.8	4	10	0.1
CCOC(=O)C1CCN(C(=O)COc2ccc3c(c2)OCO3)CC1	3	5	87	2	0	-0.2	-1.0	5	0	-0.4
CC(C)CCSc1ncnc2c1oc1nc3c(cc12)COC(C)(C)C3	2	4	91	7	-6	0.2	1.7	-14	-4	1.6
CCCCc1nc2cc(C(=O)NCc3ccccn3)ccc2o1	-3	-2	102	1	9	-0.1	0.1	4	-4	0.1
Clc1ccc(/C=N/c2c(-c3ccco3)nc3ccccn23)cc1	3	-5	96	8	20	-0.2	1.2	15	-5	-1.9
COc1ccc(N=C2SC(CC(=O)Nc3ccc(OC)cc3OC)C(=O)N2C)cc1 (stereo not drawn)	-3	1	97	14	8	-0.3	-0.5	5	0	1.3
